Bioassay records as filed in PubChem BioAssay.
hIAP inh: blocks human intestinal alkaline phosphatase; P09923; purified IAP, CDP-Star luminescence, 30 min; inhibition, % at 10 µM; 0.12% of 330,000 active; AID 2544;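 active = inhibition reaching a set limit with compound at 10 µM in the primary screen, cut at about 35% in these data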;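 also: plate controls were DMSO wells with enzyme for no effect and no-enzyme buffer wells for full effect; values of inactives mirror those of a sister screen read the other way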
Target sequence (P09923 whole entry, looked up): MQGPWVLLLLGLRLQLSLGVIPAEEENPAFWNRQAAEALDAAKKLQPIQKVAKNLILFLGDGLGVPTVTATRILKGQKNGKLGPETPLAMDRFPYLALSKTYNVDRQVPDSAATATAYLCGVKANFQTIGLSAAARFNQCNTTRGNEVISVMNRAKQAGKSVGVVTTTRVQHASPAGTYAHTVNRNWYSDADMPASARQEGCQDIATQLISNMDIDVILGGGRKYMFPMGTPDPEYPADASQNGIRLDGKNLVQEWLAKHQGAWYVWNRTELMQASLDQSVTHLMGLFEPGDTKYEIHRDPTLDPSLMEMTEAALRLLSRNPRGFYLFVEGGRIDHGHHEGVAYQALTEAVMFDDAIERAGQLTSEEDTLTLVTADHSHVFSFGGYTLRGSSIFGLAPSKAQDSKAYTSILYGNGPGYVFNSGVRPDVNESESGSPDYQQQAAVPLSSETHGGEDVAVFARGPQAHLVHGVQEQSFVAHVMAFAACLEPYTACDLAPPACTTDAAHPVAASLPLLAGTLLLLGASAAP
mIAP inh: mouse IAP inhibition. purified mouse IAP, CDP-Star luminescence, 30 min. inhibition, % at 10 µM. 0.2% of 330,000 active. AID 2806;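 active = inhibition of at least 40% at 10 µM in the primary screen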;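 also: plate controls were DMSO with enzyme for no effect and no enzyme wells for full effect; values of inactives mirror those of a sister screen read the other way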
hIAP act: human IAP activation; AID 2524; purified human IAP, CDP-Star luminescence, 30 min; hits give high values; 1 = vehicle-only enzyme, 0 = enzyme-free background; activation factor at 10 µM; 0.16% of 330,000 active;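 active = activation factor of the enzyme at least 2-fold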; also: the source names both 10 and 20 µM as test concentration; values of inactives mirror those of a sister screen read the other way
NALP3 yeast inh: blocks the NALP3 inflammasome reconstituted in yeast | Yeast reconstituted NLRP3/ASC/caspase-1, beta-gal luminescence, 24 h | inhibition, % at 10 µM | 0.39% of 330,000 active | AID 2825;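 active = inhibition of 50% or more; inactive = inhibition below 50%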;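 also: plate controls were induced DMSO wells for no effect and uninduced yeast grown without galactose for full effect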
APOBEC3A inh: blocks human APOBEC3A ssDNA deamination; P31941; recombinant A3A, FAM/TAMRA ssDNA deamination fluorescence; inhibition, % at 20 µM; 0.41% of 330,000 active; AID 493011;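 active = at least 40% inhibition at 20 µM here, with at most 30% in a related deaminase screen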;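 also: plate controls were A3A with DMSO for no effect and wells lacking A3A enzyme for full effect; some results filed as inactive read as strong as hits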
Target sequence (P31941 whole entry, looked up): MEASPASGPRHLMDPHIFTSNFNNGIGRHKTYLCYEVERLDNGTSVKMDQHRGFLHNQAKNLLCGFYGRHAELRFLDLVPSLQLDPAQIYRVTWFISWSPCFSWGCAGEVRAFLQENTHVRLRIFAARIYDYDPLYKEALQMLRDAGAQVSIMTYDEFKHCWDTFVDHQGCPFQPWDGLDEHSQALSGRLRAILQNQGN
SENP1 inh: SENP1 (human) catalytic domain inhibition. inhibition, % at 10 µM. recombinant SENP1 catalytic domain, CyPet-SUMO1-YPet FRET cleavage. 0.21% of 360,000 active. Q9P0U3;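 active = inhibition at least 30% at 10 µM, raw YFP signal under a set limit, fluorescence ratio 0.5 to 1.5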;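 also: 0% = enzyme with DMSO and 100% = no enzyme wells; some results filed as inactive read as strong as hits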
Target sequence (Q9P0U3 419-644 limits assumed): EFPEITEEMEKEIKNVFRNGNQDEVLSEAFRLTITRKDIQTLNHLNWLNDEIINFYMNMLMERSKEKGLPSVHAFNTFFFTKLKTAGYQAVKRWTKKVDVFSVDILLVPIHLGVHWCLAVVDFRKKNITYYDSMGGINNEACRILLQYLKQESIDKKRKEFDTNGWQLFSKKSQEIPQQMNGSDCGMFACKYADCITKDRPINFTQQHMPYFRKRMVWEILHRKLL
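Compound: 10 µM single point, 0.5% DMSO; Test system: hSENP1 catalytic domain, recombinant; Timing: 50 min reaction at room temperature; Technique: FRET, CFP and YFP emission; Control set: no-enzyme wells low, DMSO-plus-enzyme wells high control.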
APOBEC3G inh: inhibitors of human APOBEC3G DNA deaminase | Q9HC16 | recombinant A3G, ssDNA deamination FAM/TAMRA fluorescence | 0.28% of 330,000 active | inhibition, % at 20 µM;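 active = inhibition of at least 40% at 20 µM, with no more than 30% in the related APOBEC3A deaminase screen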;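 also: plate controls were DMSO wells with A3G for no effect and wells lacking A3G enzyme for full effect; some compounds called inactive have numbers as strong as hits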
mIAP activ: mouse IAP activation; AID 2805; 0.24% of 330,000 active; muIAP, CDP-Star luminescence, 30 min; hits give high values; 1 = vehicle-only enzyme signal, 0 = enzyme-free wells; activation factor at 10 µM;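 active = activation factor of at least 2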; also: the source names both 10 and 20 µM as test concentration; values of inactives mirror those of a sister screen read the other way
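also added = chemiluminescent substrate CDP-Star | test system = mouse IAP enzyme | signal = chemiluminescence readout | compound = DMSO-dissolved test compounds | incubation = 30 min at room temperature | benchmarks = DMSO wells, no-enzyme wells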
MIN6 prolif: inducers of beta-cell replication in MIN6 cells | AID 2380 | 0.29% of 330,000 active | proliferation, % at 10 µM | MIN6 cells proliferation, ATPlite luminescence, 48 h; cells starved in 0.2% serum; 100% = growth in 10% serum;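 active = compounds whose signal lies at least 3.5 SD above the mean of all wells on their plate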;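 also: 0% = DMSO-treated cells in low-serum medium and 100% = 10% serum control; some compounds called inactive have numbers as strong as hits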
Numbers without * were called inactive; · = not tested or not shown. Some of the compounds tested, so the mix of outcomes need not match the whole.

SMILES	hIAP inh	mIAP inh	hIAP act	NALP3 yeast inh	APOBEC3A inh	SENP1 inh	APOBEC3G inh	mIAP activ	MIN6 prolif
CC(C)(C)NC(=O)Nc1ccc(Cn2cc(C(F)(F)F)ccc2=O)cc1	-7	2	1.1	-2	-2	0	-5	0.98	0
COC(=O)c1ccc(CSc2nnc(Nc3ccccc3OC)s2)o1	10	3	0.9	12	-2	·	-6	0.97	-1
CC(C)c1ccc2oc(-c3ccc(NC(=O)c4ncn[nH]4)cc3)nc2c1	-3	3	1	22	3	-4	-1	0.97	-4
COC(=O)COC(=O)c1ccc(O)cc1	8	-2	0.92	9	3	2	-7	1	-2
Cc1ccc(NC(=O)C2CC(=O)OC23CCOC(C)(C)C3)cc1 (configuration not stated)	4	0	0.96	4	1	1	2	1	0
Nc1nc(N2CCN(Cc3ccccc3)CC2)n[nH]1	-14	7	1.1	25	-2	2	-3	0.93	3
CC(=O)/C(=N/Nc1ccc(Br)cc1)Sc1cccc2cccnc12	11	3	0.89	14	1	-1	-4	0.97	0
CCN1CCN(c2ccc(S(=O)(=O)N3CCCCC3)cc2NC(=O)/C=C/c2ccc(OC)c(OC)c2)CC1	-10	-4	1.1	18	73	0	30	1	-7
CCCCn1c(NCc2ccccn2)nc2ccccc21	-2	2	1	2	0	-1	-8	0.98	-1
COc1ccc(C(CNC(=O)CCC(=O)c2ccc(C)s2)N2CCOCC2)cc1 (configuration not stated)	8	0	0.92	0	-2	-6	-7	1	1
COc1ccc(Cl)cc1NC(=O)c1cccc(NC(=O)CCC(=O)O)c1	14	0	0.86	3	-3	2	-8	0.99	1
O=C(CN1CCC(n2cnc3cc(F)ccc32)CC1)Nc1ccccc1Br	-2	-3	1	20	1	-13	0	1	-1
Cc1cc(C(=O)OCC(=O)N2CCOCC2)c2ccccc2n1	0	-12	1	5	0	2	1	1.1	-2
COCCSc1nnc(NC(=O)COc2ccc3c(c2)OCO3)s1	0	-1	1	25	-2	2	-4	1	-2
CC(=O)c1cnc2cc(-c3ccc(C)cc3)nn2c1C	9	-6	0.91	21	-2	-1	4	1.1	-2
COC(=O)Cn1c(=NC(=O)CSC(C)=O)sc2ccccc21	-4	17	1	9	-5	-1	-12	0.83	-2
CCn1c(=O)n(CC(=O)N2CC(C)CC(C)C2)c(=O)c2ccccc21 (configuration not stated)	0	2	1	2	4	1	-1	0.98	3
COc1cc(-c2cc(C(=O)Nc3ccc(O)cc3)c3ccccc3n2)cc(OC)c1OC	-22	-8	1.2	3	-5	1	-6	1.1	-4
Cc1ccc(/C(O)=C2/C(=O)C(=O)N(CCN3CCOCC3)C2c2cccs2)cc1 (configuration not stated)	-88	-4	1.9	-17	-5	-1	8	1	-1
O=C(N/N=C/c1cccc([N+](=O)[O-])c1)c1cc2ccccc2o1	11	-2	0.89	-6	9	0	-3	1	-3
Cc1cc(NC(=O)CSc2nnc(-c3ccc(O)cc3)o2)no1	-24	-14	1.2	14	-9	0	-6	1.1	-3
Cc1ccc(C)c(NC(=O)C2CC(Cl)=CCC2C(=O)O)c1 (configuration not stated)	-22	-3	1.2	16	-8	1	-5	1	0
CCOC(=O)N1CCC(N2Cc3cccc(C(=O)Nc4ccccc4OC)c3C2=O)CC1	11	6	0.89	13	0	-1	1	0.94	-3
CCN1C(=O)c2cccc3cccc1c23	-3	-10	1	12	8	-17	8	1.1	-4
Cc1nnc(SCC(=O)Nc2ccc(Cl)cn2)s1	4	-2	0.96	-4	-5	-4	-9	1	-1
O=C(CN1CCCC1)Nc1ccc(Br)cc1	-2	7	1	-5	5	1	10	0.93	1
O=C(CSc1nnc(CN2CCOCC2)n1-c1ccc(Cl)cc1)Nc1cc(Cl)ccc1O	-14	2	1.1	10	-5	2	-9	0.98	-1
Cc1ccc2oc(C(=O)Nc3nnc(C)s3)c(C)c2c1	5	-4	0.95	14	5	1	2	1	-2
S=C1NC(c2ccccc2)=CC(c2ccccc2)N1 (configuration not stated)	0	-1	1	12	0	-35	3	1	-5
Cc1ccc(NC(=O)C(c2ccc(Cl)cc2Cl)N2CCCC2)cc1 (configuration not stated)	-27	-23	1.3	19	1	2	-4	1.2	-5
CC(C)CNS(=O)(=O)c1ccc(CCC(=O)NC2CCCCC2)cc1	11	-6	0.89	19	3	-1	10	1.1	2
CC(C)n1nc(C(=O)N2CCN(S(=O)(=O)c3cccs3)CC2)c2ccccc2c1=O	0	-9	1	-16	9	·	2	1.1	0
Cc1cccc(NC(=O)CN2C(=O)N/C(=C/c3cc(C)n(-c4ccncc4)c3C)C2=O)c1	4	7	0.96	4	-4	-100	-5	0.93	-1
COc1cccc(CN(CC2CCCO2)S(=O)(=O)c2ccc(S(=O)(=O)N(C)C)cc2)c1 (configuration not stated)	17	7	0.83	-4	2	-2	-4	0.93	4
COC(=O)[C@@H]1C[C@H]2CC[C@H](O)C[C@H]2N1Cc1ccc(N2CCN(C)CC2)cc1	2	0	0.98	19	-1	0	-3	0.99	2
Cc1ccc(-c2c(C)cc3oc(=O)cc(-c4ccccc4)c3c2C)cc1	·	11	·	·	1	-2	2	0.89	·
C=CCN1CCN(C(c2ccccc2)c2nnnn2CCC(C)C)CC1 (configuration not stated)	5	6	0.95	9	-4	2	-3	0.94	0
COc1cccc(CNC(=O)C2CCCN(c3nn4c(=O)cc(C)nc4s3)C2)c1 (configuration not stated)	8	2	0.92	15	-3	-2	-3	0.98	-3
CCCCCCCCCCCCN1[C@@H](CC(=O)OC)c2cc(C(F)(F)F)ccc2S1(=O)=O	20	-5	0.8	13	-3	2	-7	1.1	-6
CCOc1ccccc1Nc1nc(N)nc(CN2CCCCC2C)n1 (configuration not stated)	-29	2	1.3	-4	-2	-3	-4	0.97	0
CCOc1cc(C2CC(=O)NC3=C2C(=O)C(C(=O)OC)C(C)C3)cc(Br)c1O (configuration not stated)	-7	9	1.1	-1	-4	-2	-6	0.91	-3
O=c1[nH]c(=O)c2nc3ccccc3nc2[nH]1	0	-6	0.99	3	-5	-21	-15	1.1	-1
Cc1cc(/C=N/NC(=O)c2c(Br)cnn2C)c(C)n1-c1cccc(Br)c1	-11	3	1.1	5	1	-4	-3	0.97	-1
Cc1ccc(NC(=O)Cc2nc(CN(C)CC(=O)Nc3ccc(C)cc3)cs2)cc1	5	-9	0.95	2	-3	1	-7	1.1	-2
O=C(Nc1c2c(nn1-c1ccc([N+](=O)[O-])cc1)CS(=O)(=O)C2)C1CC1	-16	-2	1.2	8	-1	1	-2	1	-2
Cc1ccc(CNc2ccc3c(c2)nc(C)n3C)cc1	14	0	0.86	20	-1	2	-2	1	0
COc1ccc(-c2[nH]c(-c3ccc(C(=O)O)cc3)nc2-c2ccccc2)cc1	16	-6	0.84	-3	-5	-3	-9	1.1	-4
CN(C)C(=O)c1ccccc1-c1ccccc1	3	23	0.97	-7	3	0	1	0.77	-2
CC(C)NC(=O)C1(c2ccccc2)CC1(Cl)Cl (configuration not stated)	-25	14	1.3	-4	0	1	-5	0.86	-1
COc1cccc(CN(C)C(=O)c2sccc2-c2ccccc2)c1OC	-4	0	1	19	-1	3	-9	0.99	1
CCSc1nc2ccc(C)cc2cc1C#N	6	5	0.94	18	-1	1	-14	0.95	-3
COc1ccc(NC(=S)NCCN2CCOCC2)cc1	-5	-1	1.1	14	0	3	-4	1	-2
COc1ccccc1/C=C/C1NC(=O)NC(C)=C1C(=O)OC(C)C (configuration not stated)	16	8	0.84	-6	0	3	-14	0.92	2
O=C(Nc1cccnc1)C1(c2ccccc2)CCCC1	2	9	0.98	5	-1	3	-1	0.91	2
CCOC(=O)C1=C(C)Nc2ccccc2N=C1NC(=O)Cc1ccc(OC)cc1	-8	12	1.1	8	0	2	0	0.88	-3
Cc1ccccc1CNC(=O)c1ccc2ccccc2n1	2	2	0.98	11	3	1	-1	0.97	-1
O=C(Nc1nncs1)c1ccc(F)c(S(=O)(=O)N2CCCCC2)c1	-6	1	1.1	-3	5	2	-3	0.99	-1
C=C1CCC2[C@](C)(CO[C@@H]3O[C@H](CO)[C@@H](O)[C@H](O)[C@H]3O)CCC[C@@]2(C)[C@@H]1CCC1=CCOC1=O (some centres not stated)	-3	-9	1	1	1	0	-3	1.1	-3
O=c1c(Cl)c(NCc2ccccc2Cl)cnn1C12CC3CC(CC(C3)C1)C2	-6	0	1.1	37	5	1	0	1	-5
COCCn1nnnc1C(c1cccs1)N1CCCC(C)C1 (configuration not stated)	8	-12	0.92	10	0	2	-8	1.1	0

Sorted by heavy-atom count (low to high): part of the list above
SMILES	hIAP inh	mIAP inh	hIAP act	NALP3 yeast inh	APOBEC3A inh	SENP1 inh	APOBEC3G inh	mIAP activ	MIN6 prolif
COc1ccc(NC(=S)NCCN2CCOCC2)cc1	-5	-1	1.1	14	0	3	-4	1	-2
COc1ccccc1/C=C/C1NC(=O)NC(C)=C1C(=O)OC(C)C (configuration not stated)	16	8	0.84	-6	0	3	-14	0.92	2
O=c1c(Cl)c(NCc2ccccc2Cl)cnn1C12CC3CC(CC(C3)C1)C2	-6	0	1.1	37	5	1	0	1	-5

Other results
SMILES	hIAP inh	mIAP inh	hIAP act	NALP3 yeast inh	APOBEC3A inh	SENP1 inh	APOBEC3G inh	mIAP activ	MIN6 prolif
CCN(CC)S(=O)(=O)c1cccc(NC(=O)COC(=O)CCC(=O)c2ccc(F)cc2)c1	-1	1	1	16	-1	0	-3	0.99	0
CCN(CC(=O)NCc1ccc(Cl)cc1)C(=O)c1ccc2cc(OC)ccc2c1	0	-6	1	27	1	-3	-11	1.1	-3
O=C(NCC(c1cccnc1)N1CCOCC1)NC1CCCCC1 (configuration not stated)	6	-1	0.94	-10	-3	1	-3	1	-1
CCC/C(=N\NC(=O)Cc1csc(N2CCOCC2)n1)c1ccccc1	9	8	0.91	-5	3	-2	-2	0.92	3
CCn1c(SCc2nc3ccccc3[nH]2)nnc1-c1ccc(OC)cc1	9	2	0.91	-2	0	-7	-8	0.98	-2
CC(=O)/C=C(\C)NCCNc1c(F)c(F)c(CO)c(F)c1F	17	0	0.83	18	-4	-1	-5	1	0
COc1ccc(NC(=O)C(=O)N/N=C/c2cccnc2)c(OC)c1	3	10	0.97	19	2	1	0	0.9	-1
COc1ccc(NC(=O)CCCn2nc(C)c3c(C)n(-c4ccccc4)nc3c2=O)cc1OC	-27	0	1.3	10	-5	2	-7	1	-2
O=S(=O)(NC1CCN(Cc2ccccc2)CC1)c1ccc2ccccc2c1	-1	17	1	24	0	1	-4	0.83	-3
Cc1ccc(S(=O)(=O)/N=C2\C=C(Nc3cccc(C(=O)O)c3)C(=O)c3ccccc32)cc1	16	6	0.84	22	4	-1	2	0.94	0
CC(C)CN(CC(C)C)C(=O)CCCC(=O)N(CC(C)C)CC(C)C	-10	11	1.1	-3	1	0	-4	0.89	0
COc1ccc2ccn(C)c2c1	-4	-2	1	6	-2	-1	-10	1	3
COc1cccc(-c2sc3cc(OC)c(OC)cc3c2-c2ccc(OCCN3CCCCC3)cc2)c1	·	-12	·	·	2	2	0	1.1	·
Fc1ccc(NC(=S)NC2CCCCC2)c(F)c1F	-15	-9	1.2	9	1	3	-1	1.1	-5
